Assay outcomes: PubChem, The Scripps Research Institute Molecular Screening Center
SIAE primary: human SIAE inhibition, primary screen; SIAE FP-Rh probe binding, fluorescence polarization; Q9HAT2; inhibition, % at 9.66 µM; hit rate 0.69% among 370,000;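 active = inhibition above a cutoff: mean of compounds within the control limits plus 3 SD of those, cut at about 17% in these data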;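 also: 0% = plate median of compound wells and 100% = probe without SIAE protein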
Tn7 DDE FP: disrupts Tn7 cyclic peptide binding to fibrin D-Dimer-E complex; hit rate 0.13% among 370,000; FP displacement of FITC-Tn7 peptide from fibrin DD(E); 0% = median of compound wells per plate; P02675; inhibition, % at 8.3 µM;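 active = inhibition above the mean of compounds falling within the control limits plus 3 SD of them, cut at about 14% in these data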;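 also: 0% = plate median of compound wells and 100% = 10 µM Aha-Tn7 peptide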
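assay system = human clot-derived fibrin DD(E) complex | quantity = Fibrin-DD(E) at 2 µM final | timing = 10 min preincubation, 3 h with tracer, room temperature | signal = fluorescence polarization | measure = percent inhibition | benchmarks = high control wells with 10 µM unlabelled Aha-Tn7 peptide (full inhibition) | replicates = singlicate testing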
PRMT1 inh: inhibitors of human PRMT1; Q99873; inhibition, % at 2.79 µM; hit rate 1.3% among 370,000; recombinant PRMT1, activity-based probe fluorescence polarization;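 active = inhibition above about 21% made by adding two undisclosed values, limit read from the data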
Target sequence (Q99873 whole entry, looked up): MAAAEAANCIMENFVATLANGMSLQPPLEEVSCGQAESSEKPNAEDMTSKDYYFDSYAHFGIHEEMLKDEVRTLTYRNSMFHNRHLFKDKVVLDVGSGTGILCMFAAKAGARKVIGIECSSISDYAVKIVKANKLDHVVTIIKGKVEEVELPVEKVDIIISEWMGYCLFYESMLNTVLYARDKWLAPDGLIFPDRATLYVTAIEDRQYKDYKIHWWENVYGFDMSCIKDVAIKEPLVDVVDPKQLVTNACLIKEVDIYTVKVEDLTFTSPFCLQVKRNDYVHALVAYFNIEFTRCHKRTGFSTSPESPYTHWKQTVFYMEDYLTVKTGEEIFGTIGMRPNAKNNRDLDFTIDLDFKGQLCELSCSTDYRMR
LEDGF integ inh: blocks HIV-1 LEDGF/p75-dependent DNA integration. hit rate 0.64% among 370,000. TR-FRET IN-LEDGF/p75 DNA integration, Eu/Cy5. AID 743269. inhibition, % at 3.7 µM;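 active = inhibition above the screen-wide mean plus 3 SD, cut at about 13% in these data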;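 also: signal is the Cy5 over europium emission ratio at 671 and 618 nm; 0% = plate median of compound wells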
PG9 Ab binder: PG9 antibody binding by small molecule | TR-FRET gp120-PG9 antibody binding | inhibition, % at 6.7 µM | hit rate 0.43% among 360,000 | AID 624416; in the data active = inhibition above about 8.5%
HTRA1 inh: HTRA1 (human) protease inhibition | hit rate 0.5% among 340,000 | AID 504803 | inhibition, % at 5.96 µM | Q92743 | recombinant HTRA1, FP-rhodamine activity-based probe, fluorescence polarization; in the data active = inhibition above about 36%;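 also: 0% = enzyme with DMSO and 100% = wells lacking enzyme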
Target sequence (Q92743 whole entry, looked up): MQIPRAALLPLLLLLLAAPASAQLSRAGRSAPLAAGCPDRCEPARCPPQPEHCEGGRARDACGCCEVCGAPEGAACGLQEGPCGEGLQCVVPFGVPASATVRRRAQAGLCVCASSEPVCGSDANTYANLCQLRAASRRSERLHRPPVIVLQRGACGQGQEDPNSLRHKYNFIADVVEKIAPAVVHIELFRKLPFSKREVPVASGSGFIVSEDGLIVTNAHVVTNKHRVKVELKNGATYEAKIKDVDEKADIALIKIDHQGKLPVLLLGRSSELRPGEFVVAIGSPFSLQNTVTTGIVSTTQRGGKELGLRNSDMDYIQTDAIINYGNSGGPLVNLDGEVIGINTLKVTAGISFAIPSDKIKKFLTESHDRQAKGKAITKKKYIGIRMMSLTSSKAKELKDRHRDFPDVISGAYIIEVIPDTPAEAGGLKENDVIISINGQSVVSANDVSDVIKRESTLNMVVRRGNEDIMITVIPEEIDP
UHRF1 MBD2 ctr: UHRF1 methyl-DNA binding inhibition; Q96T88; UHRF1 binding to methylated oligo, TR-FRET; inhibition, % at 4.4 µM; hit rate 0.75% among 370,000; AID 687016; in the data active = inhibition above about 21%;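 also: UHRF1 SRA domain binding a hemimethylated CpG hairpin DNA probe; 0% = median of test compound wells and 100% = reference inhibitor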
TDP2 inh: blocks human TDP2 phosphodiesterase activity. O95551. recombinant TDP2, T5PNP hydrolysis, p-nitrophenol absorbance 415 nm. inhibition, % at 12.8 µM. hit rate 0.34% among 370,000. AID 720702;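 active = inhibition above the mean of all tested compounds plus 3 SD, set per campaign, cut at about 25% in these data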;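 also: 0% = DMSO with enzyme and 100% = buffer with substrate but no TDP2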
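test system = human TDP2 enzyme | input = TDP2 enzyme at 120 nM final | medium = 50 mM Tris-HCl pH 7.5 with Mg2+, KCl, DTT, BSA | also added = T5PNP substrate, 5 mM | times = 2 h at 37 °C | technique = epi absorbance | benchmarks = high control without enzyme, low control DMSO plus TDP2 | replication = each compound tested once, singlicate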
TCR CD3 inh: inhibitors of human TCR-CD3 interaction; TAMRA-labeled TCR probe fluorescence, biochemical; inhibition, % at 9.4 µM; hit rate 0.37% among 360,000; in the data active = inhibition above about 19%;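 also: recombinant mutant TCR 2C K166C tagged with TAMRA read by polarization; 0% = receptor in buffer alone and 100% = receptor with positive control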
ABHD4 inh: inhibitors of mouse ABHD4; AID 720543; purified mABHD4, FP-Rh probe fluorescence polarization; inhibition, % at 8.92 µM; Q8VD66; hit rate 0.54% among 370,000;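 active = inhibition exceeding the mean over every tested compound plus 3 SD, cut at about 30% in these data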;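 also: 0% = plate median of compound wells and 100% = S159A mutant with DMSO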
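system = mouse ABHD4 enzyme, wild type | medium = HEPES pH 7.0, NaCl, Pluronic buffer | also added = FP-Rh probe | incubation = Enzyme–compound pre-incubation 45 min, then probe 60 min, both 25 °C | technique = fluorescence polarization, excitation 525 nm, emission 598 nm, BODIPY TMR filters | controls = S159A mutant high control, sample median low control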
The depositor's hits bear a star; x = no result given.

SIAE primary	Tn7 DDE FP	PRMT1 inh	LEDGF integ inh	PG9 Ab binder	HTRA1 inh	UHRF1 MBD2 ctr	TDP2 inh	TCR CD3 inh	ABHD4 inh	SMILES
2	8	4	0	-3.2	0	-1	10	8	7	CCOC(=O)N1CCN(C(=O)C2CCC(=O)N(Cc3cccc(C(F)(F)F)c3)C2)CC1 (stereo not given)
-9	4	-1	-7	-0.6	4	0	8	-15	-5	Cc1ccc(NC(=O)CN(C)C(=O)c2ccccc2OCc2c(C)noc2C)cc1
7	-4	3	-5	0.3	4	0	-6	-4	5	COc1cc2c(cc1OC)[C@@H](Cc1ccc(OCCC#N)cc1)N(C)CC2
1	-6	0	2	1.2	0	-1	-1	5	-2	N#C/C(=C\c1ccccc1O)C(=O)Nc1ccccn1
-5	8	-2	-7	-2.3	6	-2	-7	3	4	Cc1cc(C)c(S(C)(=O)=O)c(Oc2ccccc2C)n1
0	-4	-2	2	-1.5	x	2	-2	-4	1	CCNC(=O)C1(C)CCCN(C(=O)c2c(C)noc2C)C1 (stereo not given)
0	1	4	0	0.3	-1	1	6	2	4	CCOC(=O)C1CCCN(CCSc2ccc(C)cc2)C1 (stereo not given)
-6	-6	9	0	-2.6	7	5	-11	-2	-4	CSc1ccc(C(=O)C2CCCN(S(=O)(=O)c3c(C)noc3C)C2)cc1 (stereo not given)
-1	-3	2	7	-0.9	-6	8	-13	-7	-6	O=C(CN1CCCCCC1)Nc1ccc(F)c(F)c1F
-10	4	3	-4	3.1	-5	-2	10	5	40*	N#C/C(=C/C1=C(N2CCOCC2)C(=C/c2ccc(Cl)cc2Cl)/CC1)C(=O)Nc1ccccc1F
3	1	-1	0	0.6	1	-2	4	3	-1	CCS(=O)(=O)N1CCN=C1SC(C)c1ccccc1 (stereo not given)
-2	-1	0	-1	-1.3	-2	-5	0	1	-5	Cc1ccc(-c2nnc(N(C)C(=O)c3cccnc3)s2)cc1
7	-3	-2	2	-2.2	2	3	8	0	-7	CCn1c(SCC(=O)Nc2sc(C)c(C)c2C#N)nnc1C(C)C
7	3	-1	-2	-0.2	0	-1	4	6	-1	O=c1[nH]nc(Cc2ccc(-c3cccc(Cl)c3)o2)c2ccccc12
4	-5	0	-1	0.3	-16	-4	-3	1	-4	CC1=NNC(=O)/C1=C\c1cn(-c2ccccc2)nc1-c1ccc(Cl)cc1

The list goes on:
SIAE primary	Tn7 DDE FP	PRMT1 inh	LEDGF integ inh	PG9 Ab binder	HTRA1 inh	UHRF1 MBD2 ctr	TDP2 inh	TCR CD3 inh	ABHD4 inh	SMILES
55*	-2	10	1	-3.9	27	1	2	-2	36*	COc1cc(/C=N/NC(=O)C(Cc2c[nH]c3ccccc23)NC(=O)OCC(C)C)cc([N+](=O)[O-])c1O (stereo not given)
-1	-1	-1	-3	2.7	x	0	4	1	1	Cc1cc(F)ccc1C(O)c1ncc(-c2cccc(F)c2)[nH]1 (stereo not given)
1	-8	4	2	1.3	x	0	-5	-1	-3	COc1ncc(-c2cccc3nccn23)c(OC)n1
14	4	30*	1	-0.3	2	-1	11	4	0	COc1ccc(N2C(=O)CC(Sc3n[nH]c(-c4ccccc4)n3)C2=O)cc1 (stereo not given)
-2	-1	-2	2	-1.4	x	1	-14	-5	0	COC(=O)N1CCCCC1c1cc(C(=O)Nc2cccc3c2CCCC3)no1 (stereo not given)
-2	-5	6	-1	0.8	-2	4	7	1	-1	COc1ccc(CCNC(=O)c2cccnc2)cc1OC
-8	4	-2	4	-2.4	6	5	-11	-8	-7	CCOC(=O)C1=C(COC(=O)c2cc(OC)c(OC)cc2[N+](=O)[O-])NC(=O)NC1C (stereo not given)
-8	9	0	-9	-1.0	-11	-2	-5	13	-3	Cc1ccc(O)c(NC(=O)c2cc(-c3cccs3)on2)c1
-5	-6	-4	0	-2.2	0	1	-17	-1	0	O=C(CN(c1ccccc1)S(=O)(=O)c1ccc(F)cc1)NC1CCCCCC1
5	3	-1	0	-0.3	-8	0	-2	-2	-2	COc1ccc2c(c1)CCc1c(C(=O)Nc3ccc(OC)c(OC)c3)noc1-2
-8	2	-1	-4	-3.9	-10	0	4	9	1	CCOC(=O)C1CCN(C(=O)c2cc3cc(F)ccc3[nH]2)CC1
-6	6	0	0	x	x	1	0	x	2	C[C@H]1[C@@H](NS(=O)(=O)c2ccccc2[N+](=O)[O-])CC[C@@]23CCCN2C(=O)CCC[C@@H]13
3	4	0	0	-1.1	1	0	0	3	0	COc1ccc(N2CC(NS(=O)(=O)c3ccc4ccccc4c3)CC2=O)cc1OC (stereo not given)
-3	4	2	-1	1.4	3	0	11	-4	1	Cc1csc(NC(=O)c2ccc(Cl)nc2)n1
-4	3	-2	2	0.4	-19	1	8	1	-11	O=c1c2ccccc2nnn1Cc1ccc2ccccc2c1

Next compounds
SIAE primary	Tn7 DDE FP	PRMT1 inh	LEDGF integ inh	PG9 Ab binder	HTRA1 inh	UHRF1 MBD2 ctr	TDP2 inh	TCR CD3 inh	ABHD4 inh	SMILES
-5	2	0	2	1.9	-15	0	-1	0	-9	CCOC(=O)c1c(-c2cccs2)csc1NC(=O)CN1CCOCC1
-5	6	-2	-4	-0.7	-1	-1	-1	7	-6	O=C(N/N=C/c1ccc(OC(F)F)cc1)c1cccc(S(=O)(=O)N2CCOCC2)c1
-3	-2	-7	5	x	x	-2	-3	x	-9	Cc1nc(Nc2ncc(C(=O)Nc3c(C)cccc3Cl)s2)cc(N2CCN(CCO)CC2)n1
5	-5	0	-1	-3.7	1	0	-1	5	1	Cc1ccc(NC(=O)CN2CCN(C(=O)C3CCCO3)CC2)c(C)c1 (stereo not given)
-4	5	3	-6	-0.5	3	0	-4	1	13	Cc1cccc(C(=O)C2CCN(S(=O)(=O)c3cccc(C(=O)O)c3)CC2)c1
6	-4	0	6	-0.7	5	3	-8	4	-7	CCOc1ccc(N(CC(=O)NC(C)(C)C)C(=O)CCC(=O)Nc2nccs2)cc1
6	4	-3	-2	-0.3	-5	-2	-14	8	-9	Cc1ccccc1NC(=S)N(Cc1ccco1)C(C)c1cccs1 (stereo not given)
6	-1	-4	6	-0.8	2	2	9	-1	-5	Cc1cccc(NC(=S)Nc2ccc(Cl)c(Cl)c2)c1
-7	0	4	-1	1.5	3	2	-6	-8	-5	Clc1ccccc1CSc1nnc(-c2ccncc2)o1
-3	-5	-3	4	-0.5	1	4	-7	2	5	CCN(C(=O)Cn1nc(C(=O)O)c2ccccc2c1=O)C1CCCCC1
-3	6	-1	-3	0.7	-1	0	-1	1	1	COc1cc(NC(=O)CSc2nc(C)cs2)cc(OC)c1
5	-5	0	2	-1.3	2	1	-7	0	0	COc1ccc(C2C(C(=O)c3cccs3)=C(O)C(=O)N2c2cccc(C)n2)cc1 (stereo not given)
2	4	2	-1	-0.3	x	1	4	-6	-3	CCc1nc2ccc(C(=O)N3CCN(S(=O)(=O)CC)CC3)cn2c1N(C)C(=O)c1cccc(OC)c1
-6	-8	1	4	-1.2	1	-2	-1	4	0	CC(=O)Nc1ccc(S(=O)(=O)N2CCC(C(=O)NCCc3ccc(Cl)cc3)CC2)cc1
0	1	0	-2	0.1	3	-5	17	4	5	O=C(NCCC1=CCCCC1)c1ccc(F)cc1

A run of entries from the list above, for reference:
SIAE primary	Tn7 DDE FP	PRMT1 inh	LEDGF integ inh	PG9 Ab binder	HTRA1 inh	UHRF1 MBD2 ctr	TDP2 inh	TCR CD3 inh	ABHD4 inh	SMILES
-6	-8	1	4	-1.2	1	-2	-1	4	0	CC(=O)Nc1ccc(S(=O)(=O)N2CCC(C(=O)NCCc3ccc(Cl)cc3)CC2)cc1
0	1	0	-2	0.1	3	-5	17	4	5	O=C(NCCC1=CCCCC1)c1ccc(F)cc1

Ordered by the number under TDP2 inh (lowest first): 3 of the compounds above
SIAE primary	Tn7 DDE FP	PRMT1 inh	LEDGF integ inh	PG9 Ab binder	HTRA1 inh	UHRF1 MBD2 ctr	TDP2 inh	TCR CD3 inh	ABHD4 inh	SMILES
6	4	-3	-2	-0.3	-5	-2	-14	8	-9	Cc1ccccc1NC(=S)N(Cc1ccco1)C(C)c1cccs1 (stereo not given)
5	-5	0	2	-1.3	2	1	-7	0	0	COc1ccc(C2C(C(=O)c3cccs3)=C(O)C(=O)N2c2cccc(C)n2)cc1 (stereo not given)
7	3	-1	-2	-0.2	0	-1	4	6	-1	O=c1[nH]nc(Cc2ccc(-c3cccc(Cl)c3)o2)c2ccccc12

(list continues)
SIAE primary	Tn7 DDE FP	PRMT1 inh	LEDGF integ inh	PG9 Ab binder	HTRA1 inh	UHRF1 MBD2 ctr	TDP2 inh	TCR CD3 inh	ABHD4 inh	SMILES
-2	-5	-1	3	-1.8	-4	-3	2	3	1	O=C(NC1CCCCC1)C(c1ccccc1)N(Cc1ccco1)C(=O)Cn1cnc2ccccc21 (stereo not given)
0	-4	1	-3	-0.2	3	0	6	-3	2	NC(N)=NS(=O)(=O)c1ccc(N)cc1
0	0	-1	0	0.5	2	4	-5	-4	7	O=C(c1cccs1)N1CCN(C/C=C/c2ccccc2)CC1
8	-4	7	4	-1.4	0	5	-3	-1	5	O=S1(=O)CCN2C(c3ccco3)=CSC2=N1
0	12	0	1	-0.7	-4	0	0	-2	1	Cn1c(SCC(=O)Nc2ccc3c(c2)OCCO3)nnc1-c1ccncc1
-4	4	-2	1	-0.5	-2	1	-8	4	0	COC(=O)c1ccccc1NC(=O)CC(=O)Nc1ccccc1C(=O)OC
2	4	3	0	1.0	0	5	6	-2	-3	CCCc1nc2oc3c(=O)[nH]cnc3c2c2c1CCCC2
2	-1	0	-1	-2.0	-15	1	-7	1	4	O=C(CSc1ccc(Br)cc1)Nc1ccccc1N1CCOCC1
5	-1	5	3	-1.1	2	0	-4	2	-7	COC(=O)C1=CN(c2cccc(Cl)c2)C=C(C(=O)OC)C1c1cccc(OC)c1
-5	6	0	1	-1.4	-18	2	-4	2	-11	CC(C)c1ccc(NC(=O)C(c2ccc3c(c2)OCO3)N2CCC3(CC2)OCCO3)cc1 (stereo not given)
